MEKK2 WT-MEK5 = raises or lowers MEK5 binding to wildtype human MEKK2 PB1 domain; bead flow cytometry, Alexa488-MEK5 binding to MEKK2 WT; actives lie on both sides; binding response (% of control), % at 10 µM; 1.1% of 290,000 active; in the data active = binding response below about 67% or above about 130%
HCV NS3 hel inh = inhibitors of Hepatitis C virus NS3 helicase. NS3 helicase DNA unwinding, Cy5 molecular beacon fluorescence. inhibition, % at 10.9 µM. 0.56% of 290,000 active;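 active = inhibition above the mean of all tested compounds plus 3 SD, set per campaign, cut at about 35% in these data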;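 note: 0% = DMSO wells and 100% = thioflavine S control wells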
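Assay system: hepatitis C virus NS3 helicase domain fragment enzyme. Also added: annealed dual-labelled DNA beacon duplex, ATP-started. Timing: 1 h reaction at 25 °C, ATP-initiated. Technique: Cy5 fluorescence at 0 and 60 min, beacon hairpin quenching. Evaluation: % inhibition of unwinding. Replication: one well per compound.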
CRFBP-R2 block = CRF-BP/CRF-R2 complex antagonism. inhibition, % at 11.8 µM. 0.59% of 350,000 active. HEK293 CRF-R2/CRF-BP, CRF-induced calcium fluorescence;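 active = inhibition of the ligand-induced calcium signal above about 50% at the single tested concentration, limit read from the data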
MEKK3 PB1 HTS = MEKK3-MEK5 PB1 interaction, increase or decrease; Q99759; binding response (% of control), % at 10 µM; bead-based flow cytometry, Alexa488-MEK5 binding to MEKK3; actives lie on both sides; 0 = blocked by unlabeled MEK5, 100 = vehicle; AID 1529; 1.4% of 290,000 active;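 active = binding response more than 3 SD above or below the average of its plate-row segment, actives on both sides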;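 note: Alexa488 bead fluorescence after subtracting the streptavidin-only scavenger bead signal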
Target sequence (Q99759 whole entry, looked up): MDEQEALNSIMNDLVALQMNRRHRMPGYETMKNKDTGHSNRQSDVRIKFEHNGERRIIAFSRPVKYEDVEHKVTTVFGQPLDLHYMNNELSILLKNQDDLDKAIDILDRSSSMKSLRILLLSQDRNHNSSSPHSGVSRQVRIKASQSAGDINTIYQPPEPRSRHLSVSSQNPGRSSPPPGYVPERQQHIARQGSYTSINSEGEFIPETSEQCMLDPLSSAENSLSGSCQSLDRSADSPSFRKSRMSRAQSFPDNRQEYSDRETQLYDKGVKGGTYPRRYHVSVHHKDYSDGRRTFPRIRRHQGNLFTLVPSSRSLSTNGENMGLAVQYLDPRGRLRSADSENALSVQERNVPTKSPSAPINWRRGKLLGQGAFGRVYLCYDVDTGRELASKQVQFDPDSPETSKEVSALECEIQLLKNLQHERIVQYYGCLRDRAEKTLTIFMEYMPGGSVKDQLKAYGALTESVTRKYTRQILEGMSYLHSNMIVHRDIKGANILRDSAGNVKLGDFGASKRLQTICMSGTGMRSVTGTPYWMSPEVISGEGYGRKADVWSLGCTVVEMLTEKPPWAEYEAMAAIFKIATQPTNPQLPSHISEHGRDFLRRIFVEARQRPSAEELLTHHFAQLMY
SUMO HTRF inh = inhibitors of human SUMOylation (UBC9). P63279. HTRF SUMOylation assay, SAE1/SAE2 + UBC9, in vitro. inhibition, % at 35 µM. 0.36% of 290,000 active. AID 2006; in the data active = inhibition above about 50%, passing the limit was not always enough; note: strong numbers were not always called active
FID counter = displaces DNA intercalator in HCV helicase counter-screen | DNA fluorescent intercalator displacement, fluorescence | inhibition, % at 7.9 µM | 0.17% of 290,000 active; in the data active = inhibition above about 37%;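 note: 0% = vehicle and 100% = reference compound; higher means more ethidium bromide displaced from hairpin DNA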
CRFR2-BP ag = CRF-BP/CRF-R2 complex agonism; AID 588473; 0.46% of 350,000 active; HEK293 CRF-R2/CRF-BP, calcium dye fluorescence (FLIPR); percent of saturating CRF peptide response; activation, % at 13.2 µM;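 active = activation of at least 50%, plus an integration ratio under a set limit after plate pattern correction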;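 note: plate controls were neutral control wells without compound for no effect and CRF at EC100 for full effect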
MEKK2mut PB1 HTS = signal of MEK5 binding to mutant human MEKK2 PB1 domain; bead flow cytometry, Alexa488-MEK5 binding to MEKK2 mutant; percent response, % at 10 µM; 0.35% of 290,000 active; AID 1530; in the data active = percent response above about 24%, passing the limit was not always enough; note: inactives centre near 1; some results filed as inactive read as strong as hits; reference of the scale not given here
GalR3 antag = antagonists of human GalR3; 0.44% of 360,000 active; HEK293 GalR3-CNG cAMP membrane potential fluorescence; galR3 body fused to GalR1 C-terminus; O60755; inhibition, % at 3 µM; AID 651719;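 active = inhibition above the screen-wide average plus 3 SD, cut at about 13% in these data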;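 note: forskolin and galanin both at EC90 stimulate the cells; cAMP rise reported by CNG channel membrane potential dye signal; 0% = forskolin plus galanin with DMSO and 100% = forskolin alone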
Target sequence (O60755 1-299 limits assumed): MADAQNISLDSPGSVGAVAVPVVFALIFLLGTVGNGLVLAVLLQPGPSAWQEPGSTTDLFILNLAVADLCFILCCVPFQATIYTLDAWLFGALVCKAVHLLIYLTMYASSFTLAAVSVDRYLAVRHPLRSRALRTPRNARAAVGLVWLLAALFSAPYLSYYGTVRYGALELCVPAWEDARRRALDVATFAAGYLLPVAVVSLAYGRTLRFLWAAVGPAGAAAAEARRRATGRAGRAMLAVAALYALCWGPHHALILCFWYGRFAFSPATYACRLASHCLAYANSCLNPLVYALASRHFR
An asterisk follows results filed as active; nt = no result given; [ ] = dose if it differs, or a comment.

Below each compound: MEKK2 WT-MEK5, HCV NS3 hel inh, CRFBP-R2 block, MEKK3 PB1 HTS, SUMO HTRF inh, FID counter, CRFR2-BP ag, MEKK2mut PB1 HTS, GalR3 antag
CCOC(=O)CSc1ccc(-c2nc3cc(C)c(C)cc3[nH]2)cn1
→ 99, 14, 28, 99, -21, -8, -5.8, 2, -5
COc1cc(C(F)(F)F)nc(-c2ccccn2)n1
→ 104, 7, 36, 108, 18, -2, 5.8, 0, -5
COc1ccc(/C=C2\NC(=S)N(CC3CCCO3)C2=O)c(OC)c1 (stereo not drawn)
→ 96, -8, 13, 103, -13, -12, -1.4, 1, 5
CC(C)(C)N(Cc1ccccc1)C(=O)CSc1nnc(CNc2ccc(F)cc2)o1
→ 100, -9, 16, 99, -1, -28, -1.4, 3, -4
O=[N+]([O-])c1ccc(C2=NCCO2)cc1
→ 83, 6, 1, 103, 29, -5, -0.5, -14, -5
N#Cc1cc(-c2ccccc2)nnc1Sc1ccc(Cl)cc1
→ 106, 5, 2, 103, 5, 3, -0.3, 2, -4
O=[N+]([O-])c1cccc(/C=N/Nc2ncc(Br)cn2)c1
→ 104, 7, -4, 107, 11, 1, 0.4, 7, -12
COc1ccc(Cl)cc1N1CC(C(=O)Nc2nccs2)CC1=O (stereo not drawn)
→ 96, 2, 26, 96, 6, -7, 3.2, -1, 1
COc1ccc(NC(=O)NCc2ccncc2)c(OC)c1
→ 103, -1, 8, 105, -8, 0, 0.0, -2, 4
CCn1c(SCC(=O)N2CCN(S(=O)(=O)c3ccccc3)CC2)nnc1-c1cccs1
→ 104, 1, 2, 105, -6, -18, -1.3, 4, 1
Cc1ccc(OCC(=O)N(C)CC(=O)Nc2cccc(F)c2)cc1
→ 115, 3, -4, 103, 8, -13, 1.2, 8, -4
CCOC(=O)C1(Cc2cccc(OC)c2)CCN(CCO)CC1
→ 103, -1, 6, 99, 3, -1, -1.0, 1, 18*
COc1ccc2c(c1)C(=O)N(c1ccc(C)cc1C)C(=O)C2
→ 95, -15, -20, 96, 6, -2, 17, -4, -6
N#Cc1nc(-c2cccs2)oc1NCc1ccco1
→ 111, 0, 6, 112, 25, -3, 1.7, 9, 3
Cc1cc(C(=O)Cn2nnc(-c3ccc(Cl)cc3)n2)c(C)n1-c1ccccc1
→ 108, 11, 8, 109, -10, -7, 0.7, 4, -3
Cc1ccc(CNC(=O)CN2C(=O)CSc3ccc(S(=O)(=O)N4CCC(C)CC4)cc32)cc1
→ 102, -3, -11, 102, nt, -45, 1.5, 4, 1
COc1ccccc1-c1coc2c(CN3CCCCC3C)c(O)ccc2c1=O (stereo not drawn)
→ 103, 19, 6, 101, 29, -4, 0.2, 5, -2
O=C(COc1ccc(Cl)cc1)NNC(=O)c1ccccn1
→ nt, 0, 10, nt, -3, 2, -0.3, nt, -2
COC(=O)CN(c1cc(Cl)ccc1OC)S(=O)(=O)c1ccc(C)cc1
→ 106, -10, 1, 117, -12, -24, -0.6, 19, -3
COc1ccc(CN2CCC(Cc3ccccc3)CC2)c(C)c1C
→ 118, -39, -9, 106, 18, 12, 0.4, 11, -1
COc1cc(/C=N/NC(=O)Nc2ccccc2)ccc1OC(C)=O
→ 112, -3, 7, 108, 11, -13, 0.5, -1, -2
COc1cc2sc3ccc(C#CC4(O)CCCCC4)cc3c(=O)c2cc1OC
→ 91, nt, 1, 101, nt, nt, 0.3, -6, -6
COc1cc(NC(=O)CCCOc2ccc(Cl)cc2Cl)c(C(=O)O)cc1OC
→ 98, 17, 12, 104, 14, -34, -1.4, 4, -3
CCS(=O)(=O)N1CCN(Cc2nc3ccccc3c(=O)[nH]2)CC1
→ 98, -1, -2, 102, -14, -3, -0.1, 2, -4
Cc1ccc(/C([O-])=C(/C(=S)NCc2ccc3c(c2)OCO3)[n+]2ccc(N(C)C)cc2)c(C)c1
→ 99, -8, 9, 108, 9, -12, -0.3, 1, -7
CCN(CC)c1ccc(C(=O)OCC(=O)NC(C)(C)C)cc1
→ 106, -2, 14, 106, -6, -28, -1.1, 1, -4
O=[N+]([O-])c1ccc(OCc2cccc(COc3ccc([N+](=O)[O-])cc3)n2)cc1
→ 102, 6, 41, 103, -5, -3, -4.9, -2, 4
CCn1c(-c2c(Cl)c(C)nn2C)n[nH]c1=S
→ 96, 3, -5, 97, -10, -15, 0.0, 0, -2
CCCS(=O)(=O)N1CCC(C(=O)NCc2ccc(F)cc2)CC1
→ 92, 2, -17, 94, 22, -1, 0.0, -3, -8
CN(C)Cc1c(O)ccc2occ(C(=O)c3ccccc3)c12
→ 106, 1, -23, 103, -4, 1, -5.0, 11, -9

Some values from above.
For HCV NS3 hel inh, COc1cc(NC(=O)CCCOc2ccc(Cl)cc2Cl)c(C(=O)O)cc1OC has 17
For FID counter, COc1ccc(NC(=O)NCc2ccncc2)c(OC)c1 has 0
For MEKK2 WT-MEK5, O=[N+]([O-])c1cccc(/C=N/Nc2ncc(Br)cn2)c1 has 104
For MEKK2mut PB1 HTS, COc1ccc(CN2CCC(Cc3ccccc3)CC2)c(C)c1C has 11
For MEKK2mut PB1 HTS, O=[N+]([O-])c1ccc(C2=NCCO2)cc1 has -14
For CRFBP-R2 block, CCOC(=O)C1(Cc2cccc(OC)c2)CCN(CCO)CC1 has 6
For MEKK3 PB1 HTS, CCS(=O)(=O)N1CCN(Cc2nc3ccccc3c(=O)[nH]2)CC1 has 102

Given with bars between the fields: entries from further up
smiles | MEKK2 WT-MEK5 | HCV NS3 hel inh | CRFBP-R2 block | MEKK3 PB1 HTS | SUMO HTRF inh | FID counter | CRFR2-BP ag | MEKK2mut PB1 HTS | GalR3 antag
O=[N+]([O-])c1cccc(/C=N/Nc2ncc(Br)cn2)c1 | 104 | 7 | -4 | 107 | 11 | 1 | 0.4 | 7 | -12
COc1ccc(Cl)cc1N1CC(C(=O)Nc2nccs2)CC1=O (stereo not drawn) | 96 | 2 | 26 | 96 | 6 | -7 | 3.2 | -1 | 1

The results go on:
Below each compound: MEKK2 WT-MEK5, HCV NS3 hel inh, CRFBP-R2 block, MEKK3 PB1 HTS, SUMO HTRF inh, FID counter, CRFR2-BP ag, MEKK2mut PB1 HTS, GalR3 antag
CCCc1c(C(=O)N/N=C(/C)c2ccncc2)nnn1-c1nonc1N
→ 103, 0, 4, 105, 13, -18, 1.0, 3, 8
Cc1cc(C)c(C#N)c(N2CCSCC2)n1
→ 3.0*[inhibitor], -4, 27, 2.0*[inhibitor], -2, 1, -0.9, -31, -3
COc1cc2c(C(=O)N3CCN(c4cccc(Cl)c4)CC3)cn(CC(C)C)c(=O)c2cc1OC
→ 99, -4, -16, 102, 2, -41, 0.0, 0, 4
CN1CCSc2ccc(C(=O)NCc3ccccc3F)cc21
→ 103, -7, -17, 102, 47, -15, 1.1, 1, nt
Cc1cc(OCC(=O)OCC(=O)Nc2cc(C(F)(F)F)ccc2N2CCOCC2)ccc1Cl
→ 100, 14, -5, 99, -18, -3, -0.4, 3, -4
O=C1CN(C(=O)COC(=O)c2cc(S(=O)(=O)N3CCOCC3)ccc2Cl)c2ccccc2N1
→ 94, -15, -18, 98, 2, -3, 1.6, -2, 5
CCCC(c1nnnn1Cc1cccs1)N1CCN(C2CCCC2)CC1 (stereo not drawn)
→ 105, -2, -22, 102, 8, 4, -1.4, 4, -8
COc1cccc(/C=C/C(=O)c2ccc[nH]2)c1
→ nt, 2, -3, nt, 4, -1, 5.0, nt, -4
CCCCCCCCCCCCN1C(=O)CSC1c1cccnc1 (stereo not drawn)
→ 92, -1, -7, 98, 19, -2, 1.1, -10, -3
O=C(Nc1nnc2n1CCS2)c1ccco1
→ 107, -3, 6, 98, 7, -7, 0.3, -1, 5
COc1ccc2oc(C(F)(F)C(F)F)cc(=O)c2c1
→ 110, -2, -5, 105, 25, 6, 0.1, 12, -2
C/C(=N/NC(=O)c1cccnc1)C1=C(O)CC(C)(C)CC1=O
→ 94, 1, 5, 94, 7, 0, 7.1, -5, -1
Cc1ccc(CSc2nnc(SCC(=O)N/N=C/c3ccccc3OCC(=O)O)s2)cc1
→ 93, 10, 17, 97, -9, -29, -2.5, -5, -5
CCOC(=O)c1c2ccc(OCC(=O)NN)cc2n2ccccc12
→ 111, -3, -14, 125, nt, -8, 23, 0, 2
O=C(CN1CCc2ccccc2C1)NCC(=O)Nc1ccc(F)cc1
→ 108, -3, -6, 103, -6, -8, 0.2, 1, -5
CC(C)CC[n+]1ccccc1/C=C/c1ccc(N(C)C)cc1
→ 98, -23, -73, 102, 3, -59, 51*, -15, 31*
O=C(NC(=O)c1cc(OCC(F)(F)F)ccc1OCC(F)(F)F)Nc1ccccc1
→ 98, -8, -5, 99, -21, -2, 7.8, -11, -5
CCOc1cccc(NC(=O)C2CCCN(S(=O)(=O)c3ccc(-n4cnnn4)cc3)C2)c1 (stereo not drawn)
→ 101, 2, 26, 108, 22, 3, -1.6, -1, 0
CCOC(=O)c1cc(NC(=O)c2c(C)noc2C)cc(C(=O)OCC)c1
→ 96, -3, 0, 95, -1, -20, -1.3, -1, -6
CCOC(=O)c1sc2c(c1C)c(=O)n(Cc1ccccc1)c(=O)n2CCN(C)C
→ 107, -33, -7, 102, 14, 7, 0.6, 3, -8
CCN(CC)C(=O)CN(c1cc2c(cc1OC)oc1ccccc12)S(=O)(=O)c1ccccc1
→ 95, -9, -19, 98, 2, -9, 4.2, -1, 0
CCOc1cc(C(c2c(C)[nH][nH]c2=O)c2c(C)[nH][nH]c2=O)ccc1OCc1ccc([N+](=O)[O-])cc1
→ 89, -7, -36, 99, -27, -12, -0.4, -4, -4
O=C(COC(=O)C12CC3CC(CC(C3)C1)C2)NC12CC3CC(CC(C3)C1)C2
→ 100, -5, -9, 97, -8, 0, 1.3, -1, -5
O=c1[nH]nc(SCc2nc3ccccc3s2)n1C1CC1
→ 68, 2, -1, 60, 2, -8, 0.7, -15, -1
O=C(Nc1ccc2nsnc2c1)N1CCCCCC1
→ 115, 9, 2, 111, 24, -1, -1.0, 6, 1
CCN(CC)CCCNC(=O)c1cc2c(=O)n(CC)c3ccccc3c2s1
→ 111, -6, 10, 100, 20, 6, -0.3, 7, -17
C=CCNc1nc2ccccc2c(=O)[nH]1
→ 97, 0, 25, 105, -12, 1, -0.8, -4, 3
Cc1nn(C)c(C)c1CN(Cc1nc(CCC(C)C)no1)C(C)C
→ 97, 5, 10, 100, 11, -8, 2.5, -9, 92*
CC(NC(=S)Nc1ccccc1Cl)C(c1ccccc1)N1CCOCC1 (stereo not drawn)
→ 89, 17, 0, 97, -12, -15, -2.1, -5, -8
CCCCOc1ccc2c(c1)/C(=C(\C(Cl)=C(Cl)Cl)[N+](=O)[O-])N2
→ 93, 5, 68*, 104, 15, 6, 0.3, -4, -1
COc1cccc(OC)c1C(=O)Nc1cc(C)nn1-c1nc2ccccc2[nH]1
→ 97, -8, 9, 100, -67, -25, -0.8, -8, -9
CC(C)(C)C(=O)/C=C(\N)c1ccccn1
→ 120, 0, -10, 118, -5, -2, 1.1, 16, -3

This is a subset; the hit share may differ from the screen's.
